# MIN6 prolif – inducers of MIN6 beta-cell proliferation, primary screen, ATP luminescence, uHTS. proliferation, % at 10 µM. MIN6 cells proliferation, ATPlite luminescence, 48 h; cells starved in 0.2% serum; 100% = growth in 10% serum. actives 0.29% (n = 330,000);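 active = compounds whose signal lies at least 3.5 SD above the mean of all wells on their plate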;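 note: 0% = DMSO-treated cells in low-serum medium and 100% = 10% serum control; some compounds called inactive have numbers as strong as hits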
# mIAP act – activators of mouse IAP, primary screen, biochemical, luminescence, uHTS | intestinal alkaline phosphatase [Mus musculus] | muIAP, CDP-Star luminescence, 30 min; active compounds read high; 1 = vehicle-only enzyme signal, 0 = enzyme-free wells | activation factor at 10 µM | actives 0.24% (n = 330,000) | AID 2805, 2010;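 active = activation factor of at least 2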; note: the source names both 10 and 20 µM as test concentration; values of inactives mirror those of a sister screen read the other way
#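 Assay system: mouse IAP enzyme; Reagent: CDP-Star chemiluminescent phosphatase substrate; Compound: DMSO-dissolved test compounds; Incubation: 30 min, room temperature; Technique: luminescence from enzymatic CDP-Star hydrolysis; Controls: DMSO-only wells and no-enzyme negative control.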
# mIAP inh – inhibitors of mouse IAP, primary screen, biochemical, luminescence, uHTS | purified mouse IAP, CDP-Star luminescence, 30 min | inhibition, % at 10 µM | intestinal alkaline phosphatase [Mus musculus] | actives 0.2% (n = 330,000) | AID 2806, 2010;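 active = inhibition of at least 40% at 10 µM in the primary screen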;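 note: plate controls were DMSO with enzyme for no effect and no enzyme wells for full effect; values of inactives mirror those of a sister screen read the other way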
# hIAP act – human IAP activators, primary screen, biochemical, luminescence, uHTS | purified human IAP, CDP-Star luminescence, 30 min; active compounds read high; 1 = vehicle-only enzyme, 0 = enzyme-free background | actives 0.16% (n = 330,000) | AID 2524, 2010 | Intestinal-type alkaline phosphatase (Homo sapiens), P09923 | activation factor at 10 µM;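 active = activation factor of the enzyme at least 2-fold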; note: the source names both 10 and 20 µM as test concentration; values of inactives mirror those of a sister screen read the other way
# Target sequence (P09923 whole entry, looked up): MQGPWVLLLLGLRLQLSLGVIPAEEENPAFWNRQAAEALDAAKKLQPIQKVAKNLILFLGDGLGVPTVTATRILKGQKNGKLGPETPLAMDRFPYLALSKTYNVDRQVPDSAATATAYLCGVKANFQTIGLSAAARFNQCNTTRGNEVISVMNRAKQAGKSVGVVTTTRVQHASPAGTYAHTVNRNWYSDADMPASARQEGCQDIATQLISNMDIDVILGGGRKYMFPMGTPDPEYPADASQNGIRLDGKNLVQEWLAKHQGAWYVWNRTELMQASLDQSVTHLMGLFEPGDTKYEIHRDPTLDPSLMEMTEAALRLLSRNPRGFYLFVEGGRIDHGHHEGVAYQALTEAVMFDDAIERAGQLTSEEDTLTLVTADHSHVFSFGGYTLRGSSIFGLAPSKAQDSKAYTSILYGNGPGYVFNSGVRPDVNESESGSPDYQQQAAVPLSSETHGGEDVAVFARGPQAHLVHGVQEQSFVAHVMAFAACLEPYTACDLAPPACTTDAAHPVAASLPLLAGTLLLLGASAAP
# hIAP block – human IAP inhibitors, primary screen, biochemical, luminescence, uHTS; Intestinal-type alkaline phosphatase (Homo sapiens), P09923; purified IAP, CDP-Star luminescence, 30 min; inhibition, % at 10 µM; actives 0.12% (n = 330,000);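 active = inhibition reaching a set limit with compound at 10 µM in the primary screen, cut at about 35% in these data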;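 note: plate controls were DMSO wells with enzyme for no effect and no-enzyme buffer wells for full effect; values of inactives mirror those of a sister screen read the other way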
# GRIN3A LBD mod – binders of NR3A ligand-binding domain, primary screen, biophysical, differential scanning fluorimetry, uHTS. AID 1259313, 2017. NR3A LBD differential scanning fluorimetry, Tm shift; 0% = protein alone, 100% = glycine-bound protein. actives 2.5% (n = 340,000). Tm shift relative to glycine control, % at 25 µM. Glutamate receptor ionotropic, NMDA 3A (GRIN3A) ligand-binding domain;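 active = melting temperature shift of at least 10% of the positive control shift, at one fixed dose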
# APOBEC3G inh – APOBEC3G DNA deaminase inhibitors, primary screen, biochemical, fluorescence, single-stranded DNA substrate, uHTS | AID 493012, 2011 | actives 0.28% (n = 330,000) | DNA dC->dU-editing enzyme APOBEC-3G (Homo sapiens), Q9HC16 | inhibition, % at 20 µM | recombinant A3G, ssDNA deamination FAM/TAMRA fluorescence;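 active = inhibition of at least 40% at 20 µM, with no more than 30% in the related APOBEC3A deaminase screen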;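 note: plate controls were DMSO wells with A3G for no effect and wells lacking A3G enzyme for full effect; some compounds called inactive have numbers as strong as hits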
# Target sequence (Q9HC16 whole entry, looked up): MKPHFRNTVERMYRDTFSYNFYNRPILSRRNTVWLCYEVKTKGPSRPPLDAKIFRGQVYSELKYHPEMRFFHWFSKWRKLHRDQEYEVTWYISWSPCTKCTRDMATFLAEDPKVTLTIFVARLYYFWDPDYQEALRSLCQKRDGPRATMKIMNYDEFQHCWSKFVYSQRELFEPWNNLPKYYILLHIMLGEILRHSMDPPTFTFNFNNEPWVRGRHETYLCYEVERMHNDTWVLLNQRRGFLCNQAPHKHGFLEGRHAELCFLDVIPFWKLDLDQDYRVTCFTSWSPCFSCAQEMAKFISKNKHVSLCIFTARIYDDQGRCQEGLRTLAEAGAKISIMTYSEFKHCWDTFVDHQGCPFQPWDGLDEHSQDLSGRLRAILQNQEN
# APOBEC3A inh – APOBEC3A ssDNA deaminase inhibitors, primary screen, selectivity assay for APOBEC3G inhibitor project, biochemical, FAM/TAMRA oligo cleavage fluorescence; recombinant A3A, FAM/TAMRA ssDNA deamination fluorescence; inhibition, % at 20 µM; actives 0.41% (n = 330,000); AID 493011, 2011;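 active = at least 40% inhibition at 20 µM here, with at most 30% in a related deaminase screen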;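 note: plate controls were A3A with DMSO for no effect and wells lacking A3A enzyme for full effect; some results filed as inactive read as strong as hits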
# MPTP block – mitochondrial permeability transition pore inhibitors, primary screen, biochemical, isolated mouse mitochondria, absorbance | Ca2+ swelling absorbance, 30 min | inhibition, % at 10 µM | actives 1.4% (n = 360,000) | AID 602449, 2012;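 active = inhibition of 50% or more, scaled per plate between neutral and stimulator controls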;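 note: 0% = DMSO wells given calcium and 100% = 1 mM EGTA wells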
# Active calls of the source: *; . = no result given.
SMILES,MIN6 prolif,mIAP act,mIAP inh,hIAP act,hIAP block,GRIN3A LBD mod,APOBEC3G inh,APOBEC3A inh,MPTP block
CN1CCN(/N=C/c2ccc(Cl)c(Cl)c2)CC1,0,1.1,-6,0.99,1,-2,-1,0,90*
CSc1c(CC(=O)Nc2ccccc2)n(C)c2ccccc12,-4,1.1,-5,1.1,-6,-8,-2,-4,0.8
COc1cc(C(c2nnnn2C(C)(C)C)N2CCN(c3nc4ccccc4s3)CC2)ccc1O (stereo unspecified),2,1.1,-6,0.95,5,-1,-3,1,-2.8
CCN(CC)C(=O)C12CC3CC(CC(Br)(C3)C1)C2,1,1.1,-7,0.93,7,0,-11,-4,-0.5
CCOC(=O)c1ccccc1NC(=S)N1CCCCC1,-2,1.1,-9,1.3,-30,0,-3,-2,0.7
CC(C)[C@H](NC(=O)c1ccccc1)C(=O)OCC(=O)N1CC(=O)Nc2ccccc21,2,0.94,6,0.98,2,1,-9,-5,-1.1
COc1cc(NC(=O)CCNS(=O)(=O)c2cc(Br)cnc2N)cc(OC)c1,-1,1,-2,0.97,3,-6,-7,-4,-0.3
Cc1nn(C)cc1/C=N/NC(=O)CSc1ccccn1,3,1,-1,1.1,-6,4,-2,0,2.8
O=C(c1cccc([N+](=O)[O-])c1)c1ccc2c(c1)C(=O)NC2=O,-2,1,-3,0.99,1,1,-2,-5,-0.5
CCN(CC)CCN1C(=O)C(=O)/C(=C(/O)c2ccc(S(=O)(=O)N3CCOCC3)cc2)C1c1ccc(C)cc1 (stereo unspecified),7,0.96,4,0.83,17,0,-6,-3,-0.1
CC(C)Sc1nc2c(cnn2-c2ccccc2)c(=O)[nH]1,4,0.96,4,0.9,10,-1,-3,0,-0.4
Cc1ccc(OC(=O)c2ccc(C)c([N+](=O)[O-])c2)cn1,-4,1.1,-6,1.1,-7,4,-15,2,-0.6
CN(C(=O)c1cccc(OC2CCN(S(=O)(=O)N(C)C)CC2)c1)C1CCOC1 (stereo unspecified),-2,1,0,1,0,-1,-4,1,0.7
COC(C[C@@H]1O[C@@H]1[C@H](O)[C@@H](C)OCc1ccccc1)OC,-2,1,-4,1.1,-6,-1,20,6,1.1
COC(=O)C1=C(C)N(Cc2ccccc2)C(=NCc2ccccc2)N[C@H]1c1cccc(F)c1,-8,1.2,-16,0.91,9,-3,-2,25,1.2
O=C1CC2(CCCCC2)Oc2ccc(O)cc21,-2,0.95,5,0.89,11,0,-8,2,-1.4
O=C(COC(=O)c1cccc(S(=O)(=O)N2CCCCCC2)c1)Nc1ccccc1C(F)(F)F,-5,0.91,9,1.1,-9,-1,-2,1,-0.4
O=C1CNC(=S)N1c1nc2ccccc2s1,-2,1,-2,1.2,-18,0,0,4,-0.3
Cn1ccnc1C(=O)Cc1ccc([N+](=O)[O-])cc1,1,0.99,1,1.2,-22,0,-4,2,1.1
Cc1ccc(NC(=O)C2COc3ccccc3O2)cc1C (stereo unspecified),-3,1,-3,0.98,2,3,-3,-2,0.6
O=C(Nc1ccc2c(c1)oc1ccccc12)c1ccncc1,-2,1,-1,1.1,-12,15*,0,-2,0.0
N=C1S/C(=C\c2cn[nH]c2-c2ccc(F)cc2)C(=O)N1c1ccccc1F,-6,1,-5,1.6,-55,6,-6,-2,-2.3
CCN(CC)S(=O)(=O)c1ccc(OC)c(NC(=O)c2cn(CC)c3nc(C)ccc3c2=O)c1,-6,1,-5,1.1,-14,0,7,5,-0.1
COC(=O)Cc1ccc(NC(=O)c2ccccc2Cl)cc1,-2,0.9,10,0.88,12,-3,-4,-1,2.3
COCc1cc(=O)[nH]c(Sc2c(-c3ccccc3)c3ccc(Cl)cc3[nH]c2=O)n1,0,0.88,12,1.1,-8,-3,-2,1,-0.5
COc1cc(/C=C2/C(=N)N3C(SC)=NSC3=NC2=O)ccc1OC(=O)c1ccco1,0,0.83,17,0.89,11,3,0,3,1.3
Cc1cccnc1NC(=S)NCCc1ccccc1,-5,0.91,9,0.84,16,0,-7,-2,2.5
Cc1ccc(CNC(=O)C2CCCN2S(=O)(=O)c2ccc(Cl)cc2)cc1 (stereo unspecified),-4,0.94,6,0.9,10,-2,-12,-5,1.6
Cc1ccc(C)c2sc(NC(=O)c3ccc(N4C(=O)CCC4=O)cc3)nc12,-2,0.86,14,1,-2,1,0,-2,2.1
COC(CNC(=O)CNC(=S)N(Cc1ccccc1)Cc1cccs1)OC,0,0.99,1,1.2,-15,-1,-4,-4,0.0

# 2 entries picked at random from the list so far, as already listed:
SMILES,MIN6 prolif,mIAP act,mIAP inh,hIAP act,hIAP block,GRIN3A LBD mod,APOBEC3G inh,APOBEC3A inh,MPTP block
O=C(Nc1ccc2c(c1)oc1ccccc12)c1ccncc1,-2,1,-1,1.1,-12,15*,0,-2,0.0
CCN(CC)S(=O)(=O)c1ccc(OC)c(NC(=O)c2cn(CC)c3nc(C)ccc3c2=O)c1,-6,1,-5,1.1,-14,0,7,5,-0.1

# The list continues:
SMILES,MIN6 prolif,mIAP act,mIAP inh,hIAP act,hIAP block,GRIN3A LBD mod,APOBEC3G inh,APOBEC3A inh,MPTP block
Cc1ccc(-c2nc3ccccc3[nH]2)cc1N,-2,1,0,0.9,10,9,-1,-2,0.2
CCOC(=O)C1CCCN(C(=O)/C=C/c2cccc([N+](=O)[O-])c2)C1 (stereo unspecified),-1,0.92,8,0.98,2,2,-7,-4,-3.2
COc1ccc(CCN(C)C(=O)C2CCN(Cc3cccc(OC)c3OC)CC2)cc1OC,0,0.95,5,1,-4,0,1,4,4.2
Cc1cccc(CSc2nc3c(cc2C#N)CCC3)c1,-1,0.94,6,1.2,-16,0,-9,-1,0.8
Cc1ccc(NC(=O)CCS(=O)(=O)c2ccc3nc(C)sc3c2)cc1,-4,0.9,10,1,-3,-2,-1,1,-2.3
Cc1cc(-n2nc(C)cc2C)n2ncc(-c3ccccc3)c2n1,0,0.99,0,1.1,-7,0,-6,-5,-0.4
COc1cc2c(cc1OC)C(c1cccs1)N(C(=O)C(C)C)CC2 (stereo unspecified),1,1.1,-8,0.96,4,4,-4,-3,2.8
CCOc1cc(-c2c(C#N)c(N)nc3c2CCc2ccccc2-3)ccc1O,-5,0.9,10,0.98,2,-17,-4,-1,-3.3
Cc1c(/C(O)=C2\C(=O)C(=O)N(CCN(C)C)C2c2ccco2)cnn1-c1ccccc1 (stereo unspecified),-1,0.96,4,0.92,8,-1,2,1,0.4
Cc1ccc(-n2nc(C)c3c(C)c(CCC(=O)NC(C)c4ccccc4)c(C)nc32)cc1 (stereo unspecified),-4,1.3,-27,0.92,8,1,-6,-6,0.4
N#Cc1c(NC(=O)C2CC(c3ccccc3O)=NO2)sc2c1CCC2 (stereo unspecified),0,0.77,23,0.98,2,2,12,2,18
CN(CC(=O)N1CCN(c2ccc(F)cc2)CC1)S(=O)(=O)c1ccc2c(c1)c(=O)n(C)c(=O)n2C,-2,0.93,7,1,0,-1,3,2,0.3
Cc1c(C(=O)N(Cc2ccccc2)C2CCS(=O)(=O)C2)oc2ccccc12 (stereo unspecified),6,1,-4,0.9,10,0,-2,1,-1.5
Cc1cccc(NC(=O)[C@H](Cc2c[nH]c3ccccc23)NC(=O)[C@@H]2Cc3ccccc3CN2)c1,-4,1.2,-25,0.86,14,1,-10,-3,33
CC12CCC(C(=O)N3CCCCC3)([C@H](Br)C1=O)C2(C)C (stereo partly specified),-2,0.97,3,1,-2,1,-5,-1,0.4
C#CCOCCOCCOCCNc1nc(N2CCN(C(=O)C(Cc3ccc(O)cc3)n3cc(C(N)CC(C)C)nn3)CC2)nc(N2CCN(C(=O)C(Cc3cc4ccccc4[nH]3)n3cc(C(N)Cc4ccc(O)cc4)nn3)CC2)n1 (stereo unspecified),-3,1.4,-44,0.91,9,.,-6,-4,.
O=S(=O)(O)c1nc2ccccc2n1Cc1cccc2ccccc12,1,0.96,4,1.1,-12,.,-5,-4,.
COC(=O)c1ccccc1C(=O)c1cccc2ccccc12,-4,0.97,3,1.2,-21,-2,-7,0,0.1
COCCNC(=O)c1ccc(CS(=O)(=O)c2ccc(C)cc2)o1,-2,1,-3,1.1,-8,-1,1,3,-1.1
COc1ccc(Cc2nnc(NC(=O)CSc3ccccc3)s2)cc1OC,0,1.1,-6,0.93,7,2,-2,-1,3.0
CCOc1ccc(N(C(=O)CNC(=O)c2ccco2)C(C(=O)NCC2CCCO2)c2ccccc2)cc1 (stereo unspecified),0,0.98,2,1.2,-19,-2,-5,-3,0.0
CCCc1nc(-c2cc3ccccc3[nH]c2=O)no1,-3,0.97,3,1.1,-14,-3,2,18,2.0
CN(C)c1ccc(C2C3C(=O)NC(=O)C3ON2c2ccc(Cl)cc2)cc1 (stereo unspecified),-2,1.1,-6,1.1,-13,0,-14,-7,0.9
Cc1ccc(S(=O)(=O)NCc2cccnc2)s1,0,1,0,1,-3,-1,-7,-2,-2.1
O=C(NCCCc1ccccc1)c1cncc(Br)c1,-2,0.96,4,1,-1,2,-5,-3,1.0
Cc1onc(-c2ccccc2)c1C(=O)NC(C)CCc1ccccc1 (stereo unspecified),1,0.98,2,0.94,6,0,-6,-1,-0.2
Cc1ccccc1NC(=O)NCC1CCN(c2ccc(S(=O)(=O)N3CCOCC3)cc2)CC1,0,1.5,-50,1.1,-9,2,-11,-4,-0.9
COc1ccc(-c2csc(C)n2)cc1OC,1,0.99,1,0.94,6,1,-10,-4,0.9
CCC(c1nnc(SCC(=O)Nc2ccc(C(=O)N(C)C)cc2)n1Cc1ccccc1)N(C)C (stereo unspecified),-1,0.95,5,1,-2,-1,-7,3,-0.3
O=C(Nc1ccc(F)cc1)C1CCCN(c2cnccn2)C1 (stereo unspecified),-3,1,-3,0.94,6,2,22,2,0.2
CCO[C@H]1OC(C(=O)O)=C[C@@H](c2ccccc2)[C@@H]1CCCO,-5,0.99,1,0.93,7,2,-5,4,-0.6
O=C1Nc2ccc(Br)cc2C1=Nc1ccc(-c2nnc3n2CCCCC3)cc1,-4,0.94,6,0.98,2,.,-1,-1,.
Cc1nn(-c2ccccc2)c(N2CCCC2)c1C=O,3,1.1,-11,1.1,-5,-2,-7,-4,-0.5
O=C1[C@@H]2Cc3c([nH]c4ccccc34)CN2C(=O)CN1CCCO,-1,0.97,3,0.89,11,-3,-10,14,-0.8
Cc1ccsc1/C=C(\C#N)C(=O)NCCCN1CCOCC1,0,0.97,3,1.1,-10,1,-6,-1,-0.4
COc1ccc(/C=C2\SC(=S)N(CC(=O)OCC(=O)Nc3ccc(C)cc3Cl)C2=O)cc1,-4,0.88,12,1.1,-8,0,-11,2,-0.2
